Bioassay records as filed in PubChem BioAssay.
Diaphorase act: activates diaphorase or chemically reduces, flagging diaphorase assay artifacts | Diaphorase/resazurin coupled assay, resorufin fluorescence, 16 min; active compounds read high; 1 = vehicle wells, 0 = NADH-free wells | activation factor at 20 µM | 0.005% of 190,000 active;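 active = diaphorase activity raised at least twofold by the compound at 20 µM; inactive = activation factor below 2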
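Assay system: bacterial diaphorase enzyme (C. kluyveri) / Input: enzyme 0.07 U/mL final / Medium: 50 mM HEPES pH 7.4 with 4.542 mM MgCl2, 0.005% Tween 20 / Doses: single compound dose of 20 µM, 1% DMSO final / Incubation: 16 min enzyme reaction, ambient temperature / Signal: fluorescence, excitation 544 nm and emission 590 nm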
APP transl inh: APP translation inhibition; SH-SY5Y APP 5'UTR-luciferase reporter, luminescence; inhibition, % at 2 µM; 0.82% of 190,000 active; AID 1285;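 active = inhibition above a set limit, derived from the sample mean plus 3 SD, cut at about 45% in these data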; also: values of inactives mirror those of a sister screen read the other way
STAT3 blocker: STAT3 signaling inhibition. U3A cells, IL-6 STAT3-luciferase reporter, luminescence; host cell line lacks STAT1. inhibition, % at 5.5 µM. 0.89% of 190,000 active;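 active = inhibition above the mean inhibition across all screened compounds plus 3 SD, cut at about 44% in these data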;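 also: 0% = DMSO only wells and 100% = 100 µM nifuroxazide control wells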
STAT3 act: activators of IL-6 induced STAT3 signaling; U3A cells, IL-6 STAT3-luciferase reporter, luminescence; 100% = signal with IL-6 EC80 alone; activation (% of control), % at 5.6 µM; 0.91% of 190,000 active;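 active = activation above the screen-wide mean of compound activation plus 3 SD, cut at about 130% in these data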;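 also: 0% = background luminescence of wells with medium and substrate only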
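Material: human STAT1-deficient U3A cells with stable STAT3-luciferase reporter / Probe or stimulus: IL-6 stimulus at 33 ng/mL final / Schedule: 1 h compound pre-exposure, 6 h IL-6 stimulation, 37 °C / Technique: luminescence / Read-out basis: percent of IL-6-only median luminescence / Control set: IL-6-only high control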
TLR4-MyD88 BLA: TLR4-MyD88 interaction inhibition in cells. AID 861. inhibition, % at 8.4 µM. 0.18% of 200,000 active. HeLa CL3-4 TLR4/MyD88 BLA complementation, FRET ratio; in the data active = inhibition above about 25%;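 also: 0% = vehicle and 100% = reference inhibitor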
Target sequence (O00206 whole entry, looked up): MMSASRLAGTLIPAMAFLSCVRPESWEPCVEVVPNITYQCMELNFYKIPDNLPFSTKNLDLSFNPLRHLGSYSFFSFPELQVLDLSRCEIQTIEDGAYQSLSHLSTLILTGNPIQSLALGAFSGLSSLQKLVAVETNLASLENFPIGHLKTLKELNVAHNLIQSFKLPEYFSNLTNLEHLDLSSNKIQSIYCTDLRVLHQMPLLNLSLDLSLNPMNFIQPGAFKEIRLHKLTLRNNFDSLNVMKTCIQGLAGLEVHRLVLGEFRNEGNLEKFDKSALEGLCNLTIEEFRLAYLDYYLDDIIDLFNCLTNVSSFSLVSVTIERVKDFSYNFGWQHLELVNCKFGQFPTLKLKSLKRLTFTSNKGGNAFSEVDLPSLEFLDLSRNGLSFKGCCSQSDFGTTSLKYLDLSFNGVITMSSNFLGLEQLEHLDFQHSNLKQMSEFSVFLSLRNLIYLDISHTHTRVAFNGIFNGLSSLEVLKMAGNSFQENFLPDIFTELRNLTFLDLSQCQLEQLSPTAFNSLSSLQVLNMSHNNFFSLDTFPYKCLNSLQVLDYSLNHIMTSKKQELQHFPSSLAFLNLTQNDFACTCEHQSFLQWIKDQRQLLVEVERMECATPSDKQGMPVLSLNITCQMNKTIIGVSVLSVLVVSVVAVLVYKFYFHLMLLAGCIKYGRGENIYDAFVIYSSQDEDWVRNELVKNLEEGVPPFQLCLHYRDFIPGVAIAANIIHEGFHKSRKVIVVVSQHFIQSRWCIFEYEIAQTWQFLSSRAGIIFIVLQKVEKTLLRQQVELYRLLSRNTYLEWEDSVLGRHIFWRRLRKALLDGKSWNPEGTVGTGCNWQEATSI
Target sequence (Q99836 whole entry, looked up): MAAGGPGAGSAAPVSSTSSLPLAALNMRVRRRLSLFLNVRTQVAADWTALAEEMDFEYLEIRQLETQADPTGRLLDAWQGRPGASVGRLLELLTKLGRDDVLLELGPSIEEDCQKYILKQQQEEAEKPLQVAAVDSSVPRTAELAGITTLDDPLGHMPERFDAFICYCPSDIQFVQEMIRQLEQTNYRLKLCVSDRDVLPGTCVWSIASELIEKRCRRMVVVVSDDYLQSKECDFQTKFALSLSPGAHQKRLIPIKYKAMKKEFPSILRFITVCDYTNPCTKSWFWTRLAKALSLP
Diaph inh CS: counter-screen for diaphorase-based assays: diaphorase inhibitors and chemical oxidizers. diaphorase resazurin-to-resorufin fluorescence, NADH, 16 min; bacterial (C. kluyveri) enzyme, not human. inhibition, % at 20 µM. 0.69% of 190,000 active;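 active = primary screen inhibition at 20 µM above a set limit, cut at about 50% in these data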;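 also: plate controls were DMSO with full reaction for no effect and wells lacking NADH for full effect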
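Assay system: diaphorase enzyme from Clostridium kluyveri. Quantity: enzyme working solution with 0.14 U/mL diaphorase. Schedule: reaction incubation of 16 min at room temperature. Technique: resorufin fluorescence, excitation 544 nm, emission 590 nm. Controls: No-NADH positive control and DMSO neutral control.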
G6PDH CS: counter-screen for G6PDH assay hits: L. mesenteroides G6PDH inhibition. inhibition, % at 5 µM. AID 1020. 0.12% of 200,000 active. Purified L. mesenteroides G6PDH, diaphorase/resazurin coupled fluorescence, 45 min; in the data active = inhibition above about 50%
Hsp70 act: transcriptional activators of Hsp70. HeLa Hsp70 promoter luciferase reporter, luminescence; scaled: vehicle 0, proteasome-inhibitor control 100%. activation, % at 10 µM. 0.04% of 200,000 active;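 active = activation above the mean across all tested compounds plus 3 SD, cutoff set per campaign, cut at about 5.5% in these data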;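 also: 100% = MG132 at 30 µM as the positive control and 0% = DMSO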
STAT1 inh: inhibitors of IFN-gamma induced STAT1 signaling. NIH 3T3 STAT1-luciferase reporter, luminescence. inhibition, % at 5.5 µM. 0.35% of 200,000 active;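 active = inhibition above a set limit, the mean inhibition across all tested compounds plus 3 SD, cut at about 34% in these data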;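 also: 0% = IFN-gamma with DMSO and 100% = IFN-gamma with 300 µM nifuroxazide; values of inactives mirror those of a sister screen read the other way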
STAT1 activator: activators of IFN-gamma induced STAT1 signaling | NIH 3T3 STAT1-luciferase reporter, luminescence; 100% = IFN-gamma alone, no compound | activation (% of control), % at 5.5 µM | 2.6% of 200,000 active | AID 932;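 active = activation above the screen-wide mean activation plus 3 SD, cut at about 130% in these data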;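 also: raw ratio to IFN-gamma control signal so 100% means no change and 0% no light; values of inactives mirror those of a sister screen read the other way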
* = called active by the depositor.

Order of results: Diaphorase act	APP transl inh	STAT3 blocker	STAT3 act	TLR4-MyD88 BLA	Diaph inh CS	G6PDH CS	Hsp70 act	STAT1 inh	STAT1 activator
Cc1cccc(C)c1OCC(=O)Nc1cccc(C(=O)O)c1
→ 1.2	-88	34	77	-4	-16	7	0.0	22	79
OC(COCC1COc2ccccc2O1)CN1CCCCC1 (centres undefined)
→ 0.8	7	7	94	1	20	-8	-0.5	8	93
CC(=O)c1cc(C(=O)N2CCc3c([nH]c4ccccc34)C2C2CCCCC2)[nH]n1 (centres undefined)
→ 0.7	-3	-56	157*	-7	30	11	0.1	0	98
[O-][N+]12CC[N+]([O-])(CC1)c1ccccc12
→ 0.9	-4	12	91	4	6	-1	-0.4	5	96
CC(=O)N1c2c(cc(Br)cc2S(=O)(=O)N2CCOCC2)CC1C (centres undefined)
→ 0.9	-28	5	100	2	7	-19	-0.3	2	97
Nc1cccc2c1C(=O)N(C(=O)c1ccc(Cl)c(S(=O)(=O)N3CCCCCC3)c1)C2=O
→ 0.9	-9	11	94	19	8	-2	0.4	0	100
Cc1c(/C=N/NC(N)=O)c2ccccn2c1C(=O)c1ccc(F)cc1
→ 0.9	-2	-2	100	-15	6	8	-0.3	4	97
Nc1c(C(=O)c2ccccc2O)cnn1-c1ccc(S(=O)(=O)N2CCOCC2)cc1[N+](=O)[O-]
→ 0.7	20	6	101	9	27	4	0.0	4	95
c1ccc2c(-c3[nH]ncc3CNCCCn3ncc4ccccc43)cccc2c1
→ 1.1	1	10	96	-7	-7	14	-0.4	26	74
COc1ccc(C)cc1S(=O)(=O)NC1CCCC1
→ 0.9	-20	0	102	13	6	2	-0.2	6	94
C/C(=N\NC(=O)c1ccc(NS(=O)(=O)c2cccs2)cc1)c1ccc(Cl)cc1
→ 0.8	-26	13	90	-15	17	5	-0.3	-8	106
O=C(Nc1nc2c(s1)CN(Cc1ccccc1)CC2)C1CCC1
→ 0.9	-9	-20	117	-6	14	6	0.0	-27	125
CC(=O)NC(C1C(=O)CC(C)(C)CC1=O)(C(F)(F)F)C(F)(F)F
→ 1.1	-14	4	102	-15	-7	8	-0.2	1	98
CC(=NCc1ccccc1)C1=C(O)COC1=O
→ 1	-9	9	94	-10	-4	6	-0.2	-4	104
CC1CCCN(C(=O)CN2CCN(C(=O)c3ccco3)CC2)C1 (centres undefined)
→ 0.9	-15	11	96	-4	7	-6	0.0	-2	102
O=C(CN1C(=O)NC2(CCCCC2)C1=O)N1CCc2ccccc2C1
→ 1	0	12	92	-1	-1	2	-0.2	10	89
NC(=O)N1c2ccccc2C=Cc2ccccc21
→ 1	22	-3	104	7	3	12	0.0	2	98
O=C(Nc1ccc(Oc2ccc(NC(=O)c3ccco3)c(NC(=O)c3ccco3)c2)cc1)c1ccco1
→ 0.8	9	12	92	-5	23	-43	0.0	5	95
O=C(CCSc1nc2ccccc2o1)N1CCOCC1
→ 1.1	-21	-14	118	-2	-10	2	-0.2	-3	103
Cc1noc(C)c1COc1ccc(C(=O)Nc2cccnc2)cc1
→ 1.1	9	6	97	-1	-8	12	-0.1	1	97
COC(=O)CNC(c1ccccc1)c1cc(C)ccc1NC(=O)c1cccc(Cl)c1 (centres undefined)
→ 0.9	-7	-14	110	-2	8	-4	-0.3	1	99
CC(C)(C)NC(=O)CN(C(=O)CS(=O)CC(=O)Nc1ccc(F)cc1)c1ccccc1 (centres undefined)
→ 0.9	7	27	82	14	10	1	-0.3	6	95
COc1n[nH]c(C(=O)NCc2ccccc2)c1[N+](=O)[O-]
→ 0.9	3	-3	103	-1	9	4	-0.2	-3	101
CCCCn1cnc(C(=O)OCC)c1N
→ 0.9	0	1	98	5	7	-2	0.1	-1	101
Cn1c(Cn2cnc(Cl)c2Cl)nc2ccccc21
→ 1	-8	9	93	6	3	6	0.0	-3	103
c1ccc2cc3[nH]c(CN4CCOCC4)nc3cc2c1
→ 0.9	-6	6	100	-7	11	7	-0.3	1	99
CCC(=O)Nc1ccc(Oc2ccc3c(c2)C(=O)N(c2ccc(O)cc2)C3=O)cc1
→ 0.9	4	13	93	-1	12	7	0.0	5	95
COc1ccc(O)c(C(=O)c2cc(C#N)c(=O)n(-c3c(C)n(C)n(-c4ccccc4)c3=O)c2)c1
→ 1	0	1	107	-4	1	8	-0.2	1	99
COc1ccc(C(=O)N2N=C(c3ccccc3)CC2(O)C(F)(F)F)cc1 (centres undefined)
→ 0.9	7	8	101	-12	9	4	0.8	-3	100
Cc1cccc(C)c1NC(=O)C[N+](C)(C)CC(O)COc1cccc2ccccc12 (centres undefined)
→ 1	18	-4	109	-1	-2	9	-0.2	-3	103
CCC(C)NS(=O)(=O)c1ccc(OCC(=O)Nc2ccc3c(c2)OCO3)cc1 (centres undefined)
→ 1.1	19	5	101	-3	-12	5	-0.5	-4	104
CN(C(=O)CCc1nnc(Cc2ccc(-c3ccccc3)cc2)o1)C1CCOCC1
→ 0.9	6	4	99	7	6	2	-0.2	1	97
CC(=O)NS(=O)(=O)c1ccc(NC(=S)NC(=O)C(C)(C)C)cc1
→ 1.1	10	7	100	8	-10	14	-0.2	-1	101
CCOC(=O)CSc1nnc(CNC(=O)c2cccs2)n1-c1cccc(C)c1
→ 0.9	6	15	92	-7	10	2	-0.2	4	96
Cc1ccc(-c2nnc3n2CCCCC3)cc1
→ 1	-6	4	97	-9	1	-6	-0.1	-2	102
O=c1cc(N2CCc3ccccc3C2)[nH]c(=O)n1-c1ccccc1Cl
→ 0.8	-19	4	104	-9	21	14	-0.2	-1	101
COc1ccc(C(CC(=O)NCCN2CCOCC2)NS(=O)(=O)c2ccc(C)cc2)cc1 (centres undefined)
→ 0.9	1	10	97	-1	5	1	-0.3	0	100
CN(C(=O)c1cccc(C#N)c1)c1nnc(C2CCOC2)s1 (centres undefined)
→ 0.9	-2	0	102	-4	7	5	-0.3	2	98
CCOC(=O)N1CCC(N(CCN(C)C)C(=S)Nc2cccc(OC)c2)CC1
→ 1.2	7	5	107	-4	-24	12	0.2	3	97
Cc1onc(-c2ccccc2)c1C(=O)N1CCN(S(=O)(=O)c2ccc3c(c2)OCCO3)CC1
→ 1.1	-8	11	96	-4	-8	9	-0.2	8	92
O=C(CSc1nnc(Cc2ccccc2)n1-c1ccccc1)NNC(=O)Cc1ccccc1
→ 0.9	-4	6	103	-11	9	-15	-0.1	-2	98
Cc1c(Cl)c(-c2n[nH]c(=S)n2CC(C)C)nn1C
→ 1.2	11	5	99	15	-22	12	-0.4	2	98
Cc1ccccc1Cn1cc(NC(=O)c2cc(-c3cccs3)on2)cn1
→ 0.9	-1	8	96	-5	8	5	0.3	-4	103

Structures from the list above that contain an NH in an aromatic ring:
Order of results: Diaphorase act	APP transl inh	STAT3 blocker	STAT3 act	TLR4-MyD88 BLA	Diaph inh CS	G6PDH CS	Hsp70 act	STAT1 inh	STAT1 activator
CC(=O)c1cc(C(=O)N2CCc3c([nH]c4ccccc34)C2C2CCCCC2)[nH]n1 (centres undefined)
→ 0.7	-3	-56	157*	-7	30	11	0.1	0	98
c1ccc2c(-c3[nH]ncc3CNCCCn3ncc4ccccc43)cccc2c1
→ 1.1	1	10	96	-7	-7	14	-0.4	26	74
COc1n[nH]c(C(=O)NCc2ccccc2)c1[N+](=O)[O-]
→ 0.9	3	-3	103	-1	9	4	-0.2	-3	101
c1ccc2cc3[nH]c(CN4CCOCC4)nc3cc2c1
→ 0.9	-6	6	100	-7	11	7	-0.3	1	99
O=c1cc(N2CCc3ccccc3C2)[nH]c(=O)n1-c1ccccc1Cl
→ 0.8	-19	4	104	-9	21	14	-0.2	-1	101
Cc1c(Cl)c(-c2n[nH]c(=S)n2CC(C)C)nn1C
→ 1.2	11	5	99	15	-22	12	-0.4	2	98
